Assay outcomes deposited in PubChem BioAssay by several laboratories.
NR1D1 modulator: modulators of human Rev-erb alpha DNA binding. P20393. Rev-erbα–FITC-DNA binding, fluorescence polarization, 90 min. activity, % at 10 µM. 0.79% of 370,000 active;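 active means activity above about 14%, limit read from the data; passing the limit was not always enough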;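 further: 0% = DMSO wells with 35 nM protein and 100% = DMSO wells with 750 nM protein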
Target sequence (P20393 whole entry, looked up): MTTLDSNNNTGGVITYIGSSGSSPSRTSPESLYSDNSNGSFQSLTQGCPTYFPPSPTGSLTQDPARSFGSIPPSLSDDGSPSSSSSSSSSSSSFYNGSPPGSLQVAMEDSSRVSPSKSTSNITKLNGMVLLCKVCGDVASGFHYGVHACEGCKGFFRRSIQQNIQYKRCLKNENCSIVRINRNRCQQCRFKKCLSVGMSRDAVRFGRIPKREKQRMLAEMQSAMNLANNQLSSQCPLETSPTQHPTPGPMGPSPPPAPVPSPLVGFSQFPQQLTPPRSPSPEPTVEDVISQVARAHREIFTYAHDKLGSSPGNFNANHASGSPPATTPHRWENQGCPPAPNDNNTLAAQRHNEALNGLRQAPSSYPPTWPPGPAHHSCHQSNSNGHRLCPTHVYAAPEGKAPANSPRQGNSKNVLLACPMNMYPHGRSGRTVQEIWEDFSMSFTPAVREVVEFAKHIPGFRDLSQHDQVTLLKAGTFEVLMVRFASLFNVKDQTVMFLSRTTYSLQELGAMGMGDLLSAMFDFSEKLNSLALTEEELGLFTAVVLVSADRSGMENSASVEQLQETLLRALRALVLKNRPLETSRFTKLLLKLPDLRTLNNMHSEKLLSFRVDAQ
NPR2 activator: GC-B (human) receptor activation; HEK293-GC-B cells, CNP EC30, cGMP TR-FRET; 0% at EC30 CNP, 100% saturating CNP; activation, % at 10 µM; P20594; 0.11% of 370,000 active; AID 1920062;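 active means activation at 10 µM reaching about 35% in either raw or pattern-adjusted values, limit read from the data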
ASAP1 GAP inh: ASAP1 ArfGAP inhibition; inhibition, % at 16.5 µM; 0.19% of 360,000 active; AID 624377; Q9ULH1; ASAP1-stimulated ARF1 GTP hydrolysis, GDP FP detection; in the data active means inhibition above about 25%;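 further: 0% = vehicle with enzyme and substrate and 100% = no enzyme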
ARFGAP1 inh: inhibits rat ARF GTPase activating protein 1; 0.26% of 360,000 active; Arfgap1-stimulated ARF1 GTP hydrolysis, GDP FP detection; Q62848; inhibition, % at 16.5 µM;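 active means inhibition above a per-plate limit, mean inhibition of low control wells plus 3 SD, cut at about 25% in these data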;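 further: 0% = DMSO wells with enzyme and 100% = wells lacking Arfgap1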
Target sequence (Q62848 1-136 limits assumed): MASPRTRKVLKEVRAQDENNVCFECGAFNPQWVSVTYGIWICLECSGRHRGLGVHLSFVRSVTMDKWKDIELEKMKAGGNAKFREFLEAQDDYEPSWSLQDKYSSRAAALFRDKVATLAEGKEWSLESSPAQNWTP
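Assay system: Rat Arfgap1 GAP domain (His6, aa 1-136), purified enzyme | Buffer or medium: HEPES 25 mM pH 7.5, NaCl 150 mM, MgCl2, DTT | Schedule: GTP hydrolysis reaction 2 h at 25 °C | Signal: FP of antibody-bound GDP Alexa 633 tracer, ex 620/em 688 nm | Measure: Percent inhibition of Arfgap1-stimulated GTP hydrolysis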
mABHD4 FP: inhibitors of mouse ABHD4. inhibition, % at 8.92 µM. AID 720543. purified mABHD4, FP-Rh probe fluorescence polarization. 0.54% of 370,000 active;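 active means inhibition exceeding the mean over every tested compound plus 3 SD, cut at about 30% in these data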;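 further: 0% = plate median of compound wells and 100% = S159A mutant with DMSO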
Target sequence (Q8VD66 whole entry, looked up): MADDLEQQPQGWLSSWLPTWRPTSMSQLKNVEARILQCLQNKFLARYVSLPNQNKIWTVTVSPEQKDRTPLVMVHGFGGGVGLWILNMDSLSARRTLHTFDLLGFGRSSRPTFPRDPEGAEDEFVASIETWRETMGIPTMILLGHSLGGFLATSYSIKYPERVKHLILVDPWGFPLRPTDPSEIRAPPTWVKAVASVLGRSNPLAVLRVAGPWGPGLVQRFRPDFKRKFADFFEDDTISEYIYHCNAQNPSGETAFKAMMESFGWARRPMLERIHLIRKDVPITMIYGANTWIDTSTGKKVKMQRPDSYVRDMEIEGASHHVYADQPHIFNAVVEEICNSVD
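Assay system: mABHD4 protein; medium: HEPES pH 7.0, NaCl, Pluronic buffer; dosing: 8.92 µM, single dose; schedule: 45 min + 60 min at 25 °C; signal: FP readout, ex 525 nm / em 598 nm; read-out: normalized percent inhibition of probe labeling; repeats: single replicate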
PG9 binder: PG9 antibody binding by small molecule | TR-FRET gp120-PG9 antibody binding | inhibition, % at 6.7 µM | 0.43% of 360,000 active; in the data active means inhibition above about 8.5%
GC-A act: GC-A (human) enzyme activation; activation, % at 10 µM; AID 1671463; HEK293 GC-A cells, cGMP TR-FRET, EC30 ANP; 0% at EC30 ANP, 100% saturating ANP; 0.14% of 370,000 active; in the data active means activation above about 40%
SMARCA2 act: activators of SMARCA2 function; MG213 cells, MMTV-luciferase reporter, dexamethasone, overnight; activation, % at 9.1 µM; 1% of 370,000 active; AID 652017; in the data active means activation above about 7.8%;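 further: 0% = vehicle wells and 100% = reference activator wells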
rCAG RNA binder: molecules binding r(CAG) RNA repeats | r(CAG) RNA repeat, TO-PRO-1 dye displacement fluorescence | inhibition, % at 3 µM | 1.3% of 370,000 active | AID 651821;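 active means inhibition above the plate cutoff, the mean of all test compounds on that plate plus 3 SD, cut at about 35% in these data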;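 further: 0% = DMSO alone and 100% = 100 µM mitoxantrone as full dye displacement; higher means more dye released from RNA so lower well fluorescence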
HTRA1 inhibitor: blocks human HTRA1 serine peptidase. Q92743. recombinant HTRA1, FP-rhodamine activity-based probe, fluorescence polarization. inhibition, % at 5.96 µM. 0.5% of 340,000 active; in the data active means inhibition above about 36%;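 further: 0% = enzyme with DMSO and 100% = wells lacking enzyme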
An asterisk follows results filed as active; nt = not tested or not shown.

The first ten compounds, to show the layout:
SMILES | NR1D1 modulator | NPR2 activator | ASAP1 GAP inh | ARFGAP1 inh | mABHD4 FP | PG9 binder | GC-A act | SMARCA2 act | rCAG RNA binder | HTRA1 inhibitor
O=C(NCCc1ccccc1)C1CCC(CNS(=O)(=O)c2ccc(F)cc2)CC1 (configuration not stated) | -4 | -2 | -6 | -3 | 1 | 0.5 | -2 | 0 | -4 | 0
Cc1ccc(S(=O)(=O)/N=C(\N)Nc2nc(C)c3ccccc3n2)cc1 | -2 | -7 | 1 | 10 | 4 | -1.0 | 0 | -1 | 18 | -34
CCN(CC(=O)NCc1ccc(Cl)cc1)C(=O)CCOc1ccc(C)cc1 | 2 | -3 | -16 | -6 | 1 | 0.9 | 3 | -2 | -4 | -7
CC(C)(c1ccc(O)cc1)c1ccc(O)c(C(=O)O)c1 | 5 | 2 | -3 | 5 | -2 | 0.0 | 2 | 2 | 11 | -12
CCn1c(=O)n(CC)c2cc(NS(=O)(=O)c3ccccc3)ccc21 | 1 | -1 | 9 | 13 | 4 | -0.1 | 3 | 0 | -1 | 3
COc1ccc2c(c1)OC[C@H]1[C@H]2N2C(=O)c3cc(OC)c(OC)cc3NC(=O)[C@@]2(C)[C@H]1c1ccccc1 | -2 | 7 | 5 | 6 | 6 | 0.1 | -4 | 2 | 20 | -37
Cc1ccc2c(c1)[C@H]1[C@H](CO2)[C@H](c2ccccc2)[C@]2(C)C(=O)N(CC3CCCO3)CC(=O)N12 (some centres not stated) | 4 | -4 | -7 | -7 | -1 | 0.0 | -7 | -1 | -7 | 2
COc1ccc(C(=O)CSc2nnc(-c3cc4ccccc4cc3O)n2Cc2ccco2)cc1 | 3 | 8 | 6 | 0 | -28 | -2.3 | -5 | -1 | 19 | -45
O=C(CC12CC3CC(CC(C3)C1)C2)NCc1ccccc1 | -3 | -1 | 8 | 5 | -4 | -2.1 | 1 | 0 | -6 | 2
COc1ccc(COc2cc(-c3cccc(OC)c3)nc3ccc(NC(=O)c4ccc(OC)cc4)cc23)cc1 | -5 | 33 | -7 | 20 | -8 | -1.7 | 31 | -2 | 17 | -81

This part in full, repeating the preview:
SMILES | NR1D1 modulator | NPR2 activator | ASAP1 GAP inh | ARFGAP1 inh | mABHD4 FP | PG9 binder | GC-A act | SMARCA2 act | rCAG RNA binder | HTRA1 inhibitor
O=C(NCCc1ccccc1)C1CCC(CNS(=O)(=O)c2ccc(F)cc2)CC1 (configuration not stated) | -4 | -2 | -6 | -3 | 1 | 0.5 | -2 | 0 | -4 | 0
Cc1ccc(S(=O)(=O)/N=C(\N)Nc2nc(C)c3ccccc3n2)cc1 | -2 | -7 | 1 | 10 | 4 | -1.0 | 0 | -1 | 18 | -34
CCN(CC(=O)NCc1ccc(Cl)cc1)C(=O)CCOc1ccc(C)cc1 | 2 | -3 | -16 | -6 | 1 | 0.9 | 3 | -2 | -4 | -7
CC(C)(c1ccc(O)cc1)c1ccc(O)c(C(=O)O)c1 | 5 | 2 | -3 | 5 | -2 | 0.0 | 2 | 2 | 11 | -12
CCn1c(=O)n(CC)c2cc(NS(=O)(=O)c3ccccc3)ccc21 | 1 | -1 | 9 | 13 | 4 | -0.1 | 3 | 0 | -1 | 3
COc1ccc2c(c1)OC[C@H]1[C@H]2N2C(=O)c3cc(OC)c(OC)cc3NC(=O)[C@@]2(C)[C@H]1c1ccccc1 | -2 | 7 | 5 | 6 | 6 | 0.1 | -4 | 2 | 20 | -37
Cc1ccc2c(c1)[C@H]1[C@H](CO2)[C@H](c2ccccc2)[C@]2(C)C(=O)N(CC3CCCO3)CC(=O)N12 (some centres not stated) | 4 | -4 | -7 | -7 | -1 | 0.0 | -7 | -1 | -7 | 2
COc1ccc(C(=O)CSc2nnc(-c3cc4ccccc4cc3O)n2Cc2ccco2)cc1 | 3 | 8 | 6 | 0 | -28 | -2.3 | -5 | -1 | 19 | -45
O=C(CC12CC3CC(CC(C3)C1)C2)NCc1ccccc1 | -3 | -1 | 8 | 5 | -4 | -2.1 | 1 | 0 | -6 | 2
COc1ccc(COc2cc(-c3cccc(OC)c3)nc3ccc(NC(=O)c4ccc(OC)cc4)cc23)cc1 | -5 | 33 | -7 | 20 | -8 | -1.7 | 31 | -2 | 17 | -81

Quoted at random: 2 entries already listed
SMILES | NR1D1 modulator | NPR2 activator | ASAP1 GAP inh | ARFGAP1 inh | mABHD4 FP | PG9 binder | GC-A act | SMARCA2 act | rCAG RNA binder | HTRA1 inhibitor
COc1ccc2c(c1)OC[C@H]1[C@H]2N2C(=O)c3cc(OC)c(OC)cc3NC(=O)[C@@]2(C)[C@H]1c1ccccc1 | -2 | 7 | 5 | 6 | 6 | 0.1 | -4 | 2 | 20 | -37
O=C(NCCc1ccccc1)C1CCC(CNS(=O)(=O)c2ccc(F)cc2)CC1 (configuration not stated) | -4 | -2 | -6 | -3 | 1 | 0.5 | -2 | 0 | -4 | 0

Remaining list, next part.
SMILES | NR1D1 modulator | NPR2 activator | ASAP1 GAP inh | ARFGAP1 inh | mABHD4 FP | PG9 binder | GC-A act | SMARCA2 act | rCAG RNA binder | HTRA1 inhibitor
CCOc1ccccc1C(=O)N[C@H](C(=O)OCc1cc([N+](=O)[O-])cc2c1OCOC2)C(C)C | 4 | -11 | -3 | -3 | -6 | 0.3 | -20 | 0 | -1 | -33
COc1cc2c(cc1NC(=O)CSc1ccc(C)cc1)oc1ccccc12 | 0 | 6 | -11 | -15 | 4 | 0.6 | -1 | -3 | 3 | -53
CC(=O)N/N=C(\C)CC(=O)Nc1cccc(C(F)(F)F)c1 | 0 | 7 | 3 | 3 | -2 | 0.4 | 7 | 0 | 0 | -3
CCOC(=O)c1c(C2CC2)csc1NC(=O)COC(=O)c1cnc(Cl)c(Cl)c1 | 81* | -20 | 4 | 3 | 1 | -1.3 | 17 | 4 | 1 | 0
O=C(NCc1ccccc1Cl)C(=O)NCC1OCCN1S(=O)(=O)c1cccs1 (configuration not stated) | -2 | 9 | -9 | -9 | -1 | 1.0 | 4 | 0 | 3 | 0
Cc1ccc(-n2c(CCC(=O)O)ccc2-c2cccs2)cc1C | -4 | 0 | -18 | -2 | 0 | 0.5 | 1 | 1 | 19 | -2
CC1(C)CC(=O)C(C=NCCN2CCNC2=O)=C(O)C1 | -2 | -11 | -3 | 4 | 4 | -0.3 | 3 | 0 | -5 | 7
Clc1ccc(-n2nnnc2-c2ccno2)cc1 | -1 | 6 | -13 | -8 | 6 | 0.0 | 1 | -5 | 2 | nt
O=C(Nc1ccn(C2CC(OC(=O)c3ccccc3)C(CO)O2)c(=O)n1)c1ccccc1 (configuration not stated) | 14 | -4 | -14 | 4 | 3 | 7.4 | 10 | 1 | -1 | -2
O=C1CN(C(=O)COC(=O)CCS(=O)(=O)c2ccccc2)c2ccccc2N1 | 1 | -1 | 5 | 9 | 0 | -1.8 | 2 | -2 | 5 | 3
CC(C)c1ccc(NC(=O)CNCC(c2ccccc2)N(C)C)cc1 (configuration not stated) | 3 | -1 | 2 | -9 | 21 | 0.9 | 1 | -2 | -10 | 6
CC(C)CC(N)c1csc(NC(=O)c2cc(C(C)(C)C)nn2Cc2ccccc2)n1 (configuration not stated) | -1 | 3 | 1 | 5 | 28 | 0.6 | 0 | -5 | 7 | nt
CCOC(=O)c1c(C)[nH]c(C)c1C(=O)CSc1nc2ccccc2c(=O)n1-c1ccc(CC)cc1 | 6 | 11 | 3 | -14 | -6 | -0.9 | 8 | 1 | 2 | -3
Cn1c(=O)c2cc(S(=O)(=O)NCCC(=O)NCc3ccccc3Cl)ccc2n(C)c1=O | -6 | -5 | 20 | -12 | -2 | 0.7 | -1 | -2 | 4 | 2
O=C(Cn1c(=O)c2cccn2c2cccnc21)NCCCN1CCN(c2ccc(F)cc2)CC1 | -2 | -5 | 7 | -4 | 2 | -1.1 | 0 | 0 | -6 | 7
CC(C)(C)C(=O)c1cnc(Nc2ccccc2)s1 | 4 | 5 | 9 | 1 | -26 | 5.1 | -1 | -1 | 7 | -8
COc1ccc(CC(C)CC(=O)NCCc2ccc(OC)c(OC)c2)cc1 (configuration not stated) | -1 | 11 | 4 | 15 | -8 | -0.9 | 2 | -2 | -2 | 8
O=Cc1ccc(O)cc1O | 6 | -1 | -1 | 0 | -1 | -2.0 | -1 | 1 | -2 | 2
C/C(=N/NC(=O)CCc1c(C)n[nH]c1C)c1cccc([N+](=O)[O-])c1 | -2 | -2 | -5 | 13 | 3 | -0.1 | -3 | -1 | -1 | 1
Cc1ccc(-n2c(SCC(=O)Nc3ccc4c(c3)OCO4)nnc2-c2ccccn2)cc1 | -1 | -4 | -12 | 0 | -6 | -1.0 | -3 | -5 | -2 | 2
O=S(=O)(c1ccc(F)c(F)c1)N1CCN(CCc2ccccc2)CC1 | 1 | -4 | -11 | 9 | -7 | 2.0 | 6 | -4 | -8 | 1
CCn1cc(CN2CCCC(C(=O)Nc3cccc(-c4cc5ccccc5[nH]4)c3)C2)cn1 (configuration not stated) | 5 | -1 | -10 | 11 | 9 | -0.3 | -4 | -1 | 2 | 2
CCN(Cc1ccccc1)C(=O)CSc1nc(C)cc(=O)[nH]1 | 6 | -4 | -2 | -3 | 2 | -1.4 | 1 | -2 | -1 | -2
Cc1csc(NC(=O)CCCC(=O)c2ccccc2)n1 | -10 | -3 | 4 | -14 | 3 | -1.2 | 1 | 0 | -3 | 2
CCC(CC)C(=O)NCCN1CCN(C(=O)C(CC)CC)CC1 | -2 | 2 | -5 | -2 | 5 | -0.2 | -1 | -1 | -4 | 5
O=C(CCc1c[nH]c2ccccc12)NC(Cc1ccccc1)C(=O)O (configuration not stated) | -2 | 0 | -9 | 14 | -1 | -0.3 | -1 | 1 | 36* | 7
COc1ccc(C)cc1S(=O)(=O)N1CCC2(CC1)OCCN2S(=O)(=O)c1cccs1 | 4 | 3 | 3 | 5 | 4 | -1.1 | -3 | -1 | 1 | 7
COc1ccc(OC)c(NC(=O)c2cc3ccccc3cc2OC)c1 | 0 | -3 | 8 | 5 | -2 | -1.2 | -3 | 2 | 2 | -5
CC(=O)N1CSCC1C(=O)NNS(=O)(=O)c1cccc(C(F)(F)F)c1 (configuration not stated) | 2 | 0 | -1 | -3 | 4 | -0.2 | 2 | -2 | 0 | 10
Cc1ccc(Nc2c(O)nc[nH]c2=O)cc1C | 5 | 2 | 9 | -1 | 9 | -1.8 | -2 | -1 | 0 | -16
COc1ccc(N2CC(NS(=O)(=O)c3cccs3)CC2=O)cc1 (configuration not stated) | 12 | -2 | -6 | -23 | -4 | 1.1 | -1 | -3 | -1 | 6
Cc1ccccc1CN1CCN(C2CCC2)CC1CCO (configuration not stated) | -5 | 0 | -4 | -10 | 5 | -1.4 | 3 | 3 | -4 | -5
CC(C)(C)c1ccc(-c2conc2N)cc1 | 2 | -2 | 6 | -14 | -6 | 1.1 | -5 | 3 | 3 | -1
Cc1c(-c2c(C#N)c(N)nc3c2CCCCCC3)cnn1C | 0 | 0 | -1 | 16 | 1 | -0.6 | -2 | -1 | -5 | 1
O=C1NCC(CN(c2ccccc2)c2ccccc2)O1 (configuration not stated) | -2 | -2 | -3 | 1 | -5 | 3.4 | -1 | -4 | -2 | 1
CN1CCN(Cc2cccc(Oc3ccc(Cl)cc3)c2)CC1 | -2 | -3 | 0 | 6 | 14 | -2.6 | 9 | 3 | -6 | 6
